DNMT1 block – blocks human DNA methyltransferase DNMT1 | P26358 | DNMT1 molecular beacon, Hinp1I cleavage, fluorescence | AID 588458 | inhibition (reported as % activation of signal), % at 10 µM | 360,000 tested, 0.83% active; in the data active means inhibition above about 50%
TbMetRS inhib – Trypanosoma brucei MetRS inhibition; purified T. brucei MetRS, ATP depletion, Kinase-Glo luminescence; inhibition, % at 11.9 µM; 360,000 tested, 0.4% active; AID 624268;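 active means inhibition above a per-plate cutoff of the control wells' mean inhibition plus 3 SD, cut at about 5.5% in these data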;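 further: 0% = DMSO wells median and 100% = median of wells with control inhibitor compound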
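System: purified T. brucei MetRS enzyme / Detection: Kinase-Glo luciferase luminescence reporting remaining unconsumed ATP / Medium: HEPES buffer with MgCl2, KCl, DTT, spermine, BSA, pyrophosphatase / Replication: singlicate, one well per compound / Evaluation: percent inhibition relative to median high and low control wells / Schedule: 2 h aminoacylation at 25 °C after 15 min preincubation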
MsrA inh – bovine MsrA inhibition. purified bovine MsrA, absorbance read-out. inhibition, % at 15.5 µM. 360,000 tested, 0.75% active; in the data active means inhibition above about 4.5%;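 further: 0% = vehicle wells with enzyme and 100% = reference inhibitor wells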
NadD block – blocks S. aureus nicotinate mononucleotide adenylyltransferase | purified NadD enzyme, colorimetric absorbance read-out | inhibition, % at 20 µM | 360,000 tested, 0.78% active; in the data active means inhibition above about 26%; further: some compounds past the cut are filed as inactive
SUMO1 PPI mod – SUMO1-SIM interaction modulation | P63165 | SUMO1 binding to a labelled peptide, TR-FRET, 1 h | inhibition, % at 20 µM | 360,000 tested, 0.33% active; in the data active means inhibition above about 37%
Target sequence (P63165 whole entry, looked up): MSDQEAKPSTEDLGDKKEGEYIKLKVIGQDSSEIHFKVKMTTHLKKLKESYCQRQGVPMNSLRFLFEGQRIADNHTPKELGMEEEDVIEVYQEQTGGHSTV
LMPTP block – LMPTP (human) inhibition | P24666 | recombinant LMPTP-A, OMFP fluorogenic substrate, fluorescence intensity | inhibition, % at 20 µM | 360,000 tested, 0.22% active;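 active means compounds that cut the enzyme signal by at least half of the control window in the single-dose screen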;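 further: plate controls were DMSO wells with enzyme plus substrate for no effect and substrate without enzyme for full effect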
Target sequence (P24666 whole entry, looked up): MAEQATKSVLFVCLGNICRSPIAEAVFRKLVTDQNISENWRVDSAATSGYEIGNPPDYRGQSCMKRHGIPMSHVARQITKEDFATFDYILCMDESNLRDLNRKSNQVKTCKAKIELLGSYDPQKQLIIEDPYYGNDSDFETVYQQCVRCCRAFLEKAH
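Test system: LMPTP-A, protein tyrosine phosphatase of low molecular weight; Input: 0.625 nM enzyme; Incubation: 50 min dark incubation at room temperature; Signal: endpoint fluorescence intensity from OMFP dephosphorylation; Read-out basis: % inhibition versus control wells.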
CSN inh – blocks human CSN-mediated cullin deneddylation. Purified CSN, SCF-Nedd8-OG deneddylation, fluorescence polarization. Q92905. 360,000 tested, 0.38% active. inhibition, % at 12.5 µM;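 active means pattern-corrected inhibition above about 35%, with an unprinted fluorescence ratio check between 0.5 and 1.5, limit read from the data, passing the limit was not always enough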;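 further: 0% = enzyme with substrate and 100% = substrate without enzyme; some results filed as inactive read as strong as hits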
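Assay system: HEK293T-derived human Csn5 enzyme; quantity: 0.24 nM enzyme; medium: Tris/NaCl/DTT buffer, pH 7.5; also added: substrate SCFSkp2-Nedd8OG, 10 nM; doses: 12.5 µM compound; schedule: 90 min reaction at room temperature; signal: FP; read-out: % inhibition of substrate cleavage by Csn5; benchmarks: substrate-only high control, full reaction low control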
STEP inh – STEP (human) phosphatase inhibition | P54829 | recombinant STEP, OMFP fluorogenic substrate, fluorescence | inhibition, % at 20 µM | 360,000 tested, 0.25% active | AID 588621;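 active means inhibition at 20 µM, scaled per plate between control wells, above about 37%, limit read from the data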;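 further: 0% = DMSO with enzyme and substrate and 100% = substrate only without enzyme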
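Assay system: isolated STEP enzyme. Buffer or medium: pH 6.0 Bis-Tris with DTT and Tween 20. Also added: fluorogenic phosphatase substrate OMFP at 25 µM final. Dosing: 20 µM, 1% DMSO. Timing: 20 min reaction, room temperature, in the dark. Measured by: fluorescence intensity, excitation 480 nm, emission 540 nm. Evaluation: normalized % inhibition.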
Scp1 inh – Scp-1 (human) phosphatase inhibition; Q9GZU7; Recombinant Scp1, phosphopeptide, malachite green phosphate absorbance; inhibition, % at 20 µM; 340,000 tested, 0.88% active; AID 493091;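 active means inhibition above about 50% at 20 µM, limit read from the data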;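 further: plate controls were DMSO wells with enzyme for no effect and wells lacking enzyme for full effect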
Target sequence (Q9GZU7 76-261 limits assumed): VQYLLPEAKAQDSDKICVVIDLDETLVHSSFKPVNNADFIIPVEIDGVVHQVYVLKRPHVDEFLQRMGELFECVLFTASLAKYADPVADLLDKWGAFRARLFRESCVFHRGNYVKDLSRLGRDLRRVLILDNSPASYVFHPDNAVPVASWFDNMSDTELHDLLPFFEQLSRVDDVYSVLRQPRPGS
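Test system: SCP-1 phosphatase catalytic domain, residues 76-261 | Compound dosing: One concentration, 20 µM, with 1.0% DMSO | Schedule: 45 min room-temperature reaction, 5 min colour, 30 min stabiliser | Detection: Absorbance at 630 nm | Read-out basis: % inhibition of SCP-1 phosphate liberation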
Rpn11 block – Rpn11 (human) deubiquitinase inhibition; O00487; 360,000 tested, 0.59% active; human 26S proteasome, Ub4-pepOG fluorescence polarization; 20S core pre-blocked with epoxomicin; calls only at 20 µM; AID 588493;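 active means inhibition at 20 µM, scaled to each plate's controls, above about 33%, limit read from the data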
Target sequence (O00487 whole entry, looked up): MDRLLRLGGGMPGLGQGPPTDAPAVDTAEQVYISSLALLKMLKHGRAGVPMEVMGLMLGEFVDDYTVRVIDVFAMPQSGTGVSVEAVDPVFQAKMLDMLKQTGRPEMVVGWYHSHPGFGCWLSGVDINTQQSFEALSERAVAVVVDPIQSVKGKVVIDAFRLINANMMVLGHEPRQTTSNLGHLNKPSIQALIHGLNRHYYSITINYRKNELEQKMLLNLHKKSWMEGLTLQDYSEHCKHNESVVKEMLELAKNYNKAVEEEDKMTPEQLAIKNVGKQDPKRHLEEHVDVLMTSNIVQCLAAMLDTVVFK
Active calls of the source: *; i = inactive; · = not tested or not shown.

SMILES	DNMT1 block	TbMetRS inhib	MsrA inh	NadD block	SUMO1 PPI mod	LMPTP block	CSN inh	STEP inh	Scp1 inh	Rpn11 block
CC(=O)O[C@H]1C[C@@H]2CC[C@@H]3[C@H](CC[C@@]4(C)[C@H]3C[C@H]([N+]3(C)CCCCC3)[C@@H]4OC(C)=O)[C@@]2(C)C[C@@H]1[N+]1(C)CCCCC1	-4	-1.4	1.1	10	-3	-1.1	-2	3	-1	i
Cc1ccccc1CC1(CO)CCCN(Cc2ccn[nH]2)C1 (centres undefined)	-4	-0.1	0.5	-5	0	-1.1	-7	1	-8	i
O=C(OCC(=O)N1CCOCC1)c1ccc(Cl)nc1	0	-1.2	-0.7	-3	2	-2.0	-2	-3	-3	i
Cc1cc(NC(=O)CSc2nnnn2C)n(-c2ccccc2)n1	5	-1.0	0.2	-4	-1	-1.1	0	-4	-2	i
CC(C)C[C@@H](CN1CCC[C@@H]1CN1C(=S)NC[C@@H]1Cc1ccccc1)N1C[C@H](Cc2ccc(O)cc2)N(CC2CCCCC2)C1=S	-3	0.1	0.9	-2	6	-2.2	-8	0	·	i
CCOc1ncccc1C(=O)OCC(=O)Nc1ccc2c(c1)OCO2	-9	-0.6	-0.1	3	-2	-2.6	3	-1	1	i
CCn1c(Cc2ccccc2)nnc1SCC(=O)Nc1nc(C)cs1	5	-0.4	-0.5	-5	1	-1.3	7	-1	-5	i
O=C(c1ccc2c(c1)OCCO2)N(c1ccccn1)C1CCCCC1	4	-1.4	-0.1	1	2	-0.8	0	3	-1	i
CCOc1cc(C)nc(Oc2ccc(=O)[nH]n2)n1	0	-0.8	1.7	-1	2	-3.1	-1	1	-6	i
CCOC(=O)c1sc(NC(=O)CSc2nnc(-c3ccco3)n2CC)c(C(=O)OCC)c1C	3	-0.2	-0.6	17	2	5.4	1	4	22	i
O=C(Cc1ccccc1)NCC(=O)OCC(=O)c1ccc(Cl)cc1	1	-0.1	0.6	-5	1	0.2	0	3	-5	i
COc1cc(C(=O)NC2CCCCCCC2)cc(OC)c1OC	-1	-1.2	-0.9	3	2	-0.1	2	0	-11	i
CS(=O)(=O)c1ncc(Cl)c(C(=O)Nc2ccc3ccccc3c2)n1	0	-0.5	1.2	1	-9	1.1	0	-1	6	i
COc1cccc(-c2nc(-c3ccccc3)c3ccc(Cl)cc3n2)c1	·	-0.6	-0.2	-1	2	1.2	2	·	·	·
CCC(=O)Nc1nc(C)c(C(=O)Nc2cccc(Cl)c2)s1	-1	-0.6	0.6	-2	0	0.0	3	-2	-2	i
O=C1OC(c2ccccc2)Sc2ccccc21 (centres undefined)	4	0.0	0.7	-2	4	1.5	-6	-2	-5	i
O=C(NC1CCCCC1)C(c1ccc(F)cc1)N(CCN1CCOCC1)C(=O)c1ccc(-c2ccccc2)[nH]1 (centres undefined)	-1	-0.2	3.2	0	1	-0.7	-2	-1	-8	i
N#C/C(=N\Nc1ccccc1)C(=N)N1CCCCC1	3	-0.7	3.0	-3	-5	-0.2	3	2	-2	i
CCN(C(=O)Cn1c(=O)n(Cc2ccccc2)c(=O)c2ccccc21)c1cccc(C)c1	-3	-0.3	-1.2	-9	1	2.3	5	2	-14	i
CC(=O)NC1CCCN(O)C(=O)/C=C(\C)CCOC(=O)C(NC(C)=O)CCCN(O)C(=O)/C=C(\C)CCOC(=O)C(NC(C)=O)CCCN(O)C(=O)/C=C(\C)CCOC1=O (centres undefined)	3	0.1	·	-6	7	-0.5	0	2	1	i
CCC[C@H]1CN(c2ccc(Br)cc2)C(=O)[C@@H]1CC(=O)NC	10	-1.1	-0.2	-1	3	-1.4	3	-1	·	i
Cc1ccc(-c2nnc(CN3CCN(C)CC3)o2)cc1	-2	-0.6	1.6	-2	1	0.3	3	2	-6	i
Cc1cc(=O)[nH]c(SCC(=O)Nc2ccc(N3CCCCC3)cc2)n1	7	-0.3	0.2	-3	1	-2.4	-1	-2	-11	i
COc1ccc(-c2noc(C3CCCN(S(=O)(=O)c4cccc(Cl)c4C)C3)n2)cc1OC (centres undefined)	-8	-0.4	-1.1	-11	-1	3.1	2	2	-13	i
Cc1ccc(NC(=O)Cn2c(=O)oc3ccccc32)cc1C	3	-1.2	0.0	-2	9	0.6	3	-1	-12	i
CCOC(=O)C1=C(C)N(CCCC(=O)O)C(=O)NC1C(CC)CC (centres undefined)	1	-0.1	0.5	-1	2	-0.3	-3	5	-6	i
Cc1ccc(CC(=O)N(Cc2ccccc2)c2ccccn2)cc1	0	2.3	-0.1	1	-1	0.3	-4	-1	1	i
Cc1ccc2c(c1)c(=O)c1c3n2CCN(C(=O)CCl)C3CC1 (centres undefined)	40	-0.1	-0.8	18	14	27	22	1	-7	i
CCOC(=O)c1ccc(NC(=O)c2cc3ccccc3o2)cc1	-9	-0.8	-0.2	-15	7	-0.1	-1	-8	-12	i
CCN1CCN(CCCNC(=O)c2ccc(/C=C3/Sc4ccccc4N(Cc4ccccc4F)C3=O)cc2)CC1	7	-0.4	-0.7	-3	-147	-3.0	3	9	-8	i
CCCCC(=O)NC(=S)Nc1cc(C(=O)O)ccc1Cl	6	-0.2	0.8	-6	0	0.0	-16	-2	-10	i
O=C(CN1N=C(c2ccccc2)CCC1=O)NCc1cccs1	1	-0.1	0.9	-8	-1	-1.8	0	-1	-9	i
OC[C@@H]1CN(Cc2ccc3c(c2)OCO3)C[C@H](n2cnc3c(N4CCN(c5ccccc5)CC4)ncnc32)O1	-10	-0.4	-1.1	-4	-1	2.7	0	4	·	i
Cc1cc(C)nc(SCc2nnc(SCC(=O)Nc3nc(-c4ccccc4)cs3)n2C)n1	1	-0.1	-0.5	10	13	2.2	17	-2	-2	i
O=[N+]([O-])c1ccc(C2=NN(c3ccccc3)C(c3ccco3)C2)cc1 (centres undefined)	0	-0.3	0.7	3	-38	5.4	63*	-3	-10	·
O=C(O)c1cccc(-c2csc(C(O)c3cccc(Cl)c3)n2)c1 (centres undefined)	3	0.8	0.3	-4	10	-0.2	0	4	·	i
COC(/C=C/Nc1ccc(C)c(C)c1)=C(C#N)C#N	1	-0.3	1.3	5	-1	0.0	2	3	-1	i
COc1ccc(Cl)cc1NC(=O)CCNC(=O)OCc1ccccc1	4	-0.6	0.4	-1	3	1.1	3	3	-6	i
COc1ccc(NC(=O)c2cccnn2)cc1	-2	-0.7	-0.6	-3	-4	-3.2	-3	-1	-7	i
O=C(NCCc1ccccc1)N1c2ccccc2Sc2ccccc21	-5	-0.2	0.7	3	1	2.7	-3	3	-9	i
CCOC(=O)C1C(=O)CC(C)(O)C(C(=O)OCC)C1c1ccc(OCC)cc1 (centres undefined)	10	-0.3	-0.2	-1	-1	-0.5	2	1	0	i
CCOC(=O)C(NC(=O)NCc1ccc(F)cc1)(OCC)C(F)(F)F (centres undefined)	19	-0.6	0.1	-6	1	-0.8	0	2	-2	i
NC(=O)Cn1nnc(-c2ccc(C(F)(F)F)cc2)n1	2	-0.1	-0.5	0	5	-1.4	-2	-1	-7	i
NNC(=O)CNC(c1ccccc1)c1cc(Br)ccc1NC(=O)c1ccccc1Br (centres undefined)	-7	-1.0	-0.2	11	-5	0.2	0	0	-3	i
CC1(C(=O)NCCOc2ccccc2Cl)CC1(Cl)Cl (centres undefined)	3	-0.1	-0.5	1	3	-0.7	7	-2	-2	i
COc1ccc2nc(-c3ccc(N)cc3)[nH]c2c1	0	-0.5	3.7	-6	0	4.2	-3	-1	-4	i
Cc1ccc(-c2cc(C(F)F)nc(NCC3CCCO3)n2)cc1 (centres undefined)	-3	-0.6	0.1	2	1	2.3	-2	-1	2	i
CCN1CCN(S(=O)(=O)c2ccc(Br)s2)CC1	-5	-0.2	0.3	-5	0	-1.8	-6	-2	0	i
CC(=O)Nc1ccc(NC(=O)C(C)OC(=O)C2CCN(S(=O)(=O)c3ccccc3C(F)(F)F)CC2)cc1 (centres undefined)	-1	-0.3	0.5	-2	0	0.5	3	-4	-4	i
O=C(Nc1ccccc1NC(=O)c1c(F)c(F)c(F)c(F)c1F)c1c(F)c(F)c(F)c(F)c1F	2	0.8	0.8	-6	3	-0.8	-1	-1	-2	i

Gathered by group: those above with fluorine (7)
SMILES	DNMT1 block	TbMetRS inhib	MsrA inh	NadD block	SUMO1 PPI mod	LMPTP block	CSN inh	STEP inh	Scp1 inh	Rpn11 block
O=C(NC1CCCCC1)C(c1ccc(F)cc1)N(CCN1CCOCC1)C(=O)c1ccc(-c2ccccc2)[nH]1 (centres undefined)	-1	-0.2	3.2	0	1	-0.7	-2	-1	-8	i
CCN1CCN(CCCNC(=O)c2ccc(/C=C3/Sc4ccccc4N(Cc4ccccc4F)C3=O)cc2)CC1	7	-0.4	-0.7	-3	-147	-3.0	3	9	-8	i
CCOC(=O)C(NC(=O)NCc1ccc(F)cc1)(OCC)C(F)(F)F (centres undefined)	19	-0.6	0.1	-6	1	-0.8	0	2	-2	i
NC(=O)Cn1nnc(-c2ccc(C(F)(F)F)cc2)n1	2	-0.1	-0.5	0	5	-1.4	-2	-1	-7	i
Cc1ccc(-c2cc(C(F)F)nc(NCC3CCCO3)n2)cc1 (centres undefined)	-3	-0.6	0.1	2	1	2.3	-2	-1	2	i
CC(=O)Nc1ccc(NC(=O)C(C)OC(=O)C2CCN(S(=O)(=O)c3ccccc3C(F)(F)F)CC2)cc1 (centres undefined)	-1	-0.3	0.5	-2	0	0.5	3	-4	-4	i
O=C(Nc1ccccc1NC(=O)c1c(F)c(F)c(F)c(F)c1F)c1c(F)c(F)c(F)c(F)c1F	2	0.8	0.8	-6	3	-0.8	-1	-1	-2	i
